Compound activity from PubChem.
NLRP3 yeast inh: NALP3 inhibition in yeast. Yeast reconstituted NLRP3/ASC/caspase-1, beta-gal luminescence, 24 h. inhibition, % at 10 µM. hit rate 0.39% among 330,000;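 active means inhibition of 50% or more; inactive means inhibition below 50%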;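 further: plate controls were induced DMSO wells for no effect and uninduced yeast grown without galactose for full effect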
A3A deaminase: human APOBEC3A DNA deaminase inhibition. hit rate 0.41% among 330,000. inhibition, % at 20 µM. recombinant A3A, FAM/TAMRA ssDNA deamination fluorescence. P31941. AID 493011;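 active means at least 40% inhibition at 20 µM here, with at most 30% in a related deaminase screen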;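 further: plate controls were A3A with DMSO for no effect and wells lacking A3A enzyme for full effect; some results filed as inactive read as strong as hits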
Target sequence (P31941 whole entry, looked up): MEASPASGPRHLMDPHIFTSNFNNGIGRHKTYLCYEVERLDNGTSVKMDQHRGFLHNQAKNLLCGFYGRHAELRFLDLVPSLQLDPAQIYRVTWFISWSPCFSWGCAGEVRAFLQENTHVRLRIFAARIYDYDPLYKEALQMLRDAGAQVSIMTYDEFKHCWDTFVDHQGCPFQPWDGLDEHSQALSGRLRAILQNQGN
APOBEC3G inh: APOBEC3G (human) deaminase inhibition | inhibition, % at 20 µM | Q9HC16 | hit rate 0.28% among 330,000 | recombinant A3G, ssDNA deamination FAM/TAMRA fluorescence | AID 493012;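 active means inhibition of at least 40% at 20 µM, with no more than 30% in the related APOBEC3A deaminase screen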;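 further: plate controls were DMSO wells with A3G for no effect and wells lacking A3G enzyme for full effect; some compounds called inactive have numbers as strong as hits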
Target sequence (Q9HC16 whole entry, looked up): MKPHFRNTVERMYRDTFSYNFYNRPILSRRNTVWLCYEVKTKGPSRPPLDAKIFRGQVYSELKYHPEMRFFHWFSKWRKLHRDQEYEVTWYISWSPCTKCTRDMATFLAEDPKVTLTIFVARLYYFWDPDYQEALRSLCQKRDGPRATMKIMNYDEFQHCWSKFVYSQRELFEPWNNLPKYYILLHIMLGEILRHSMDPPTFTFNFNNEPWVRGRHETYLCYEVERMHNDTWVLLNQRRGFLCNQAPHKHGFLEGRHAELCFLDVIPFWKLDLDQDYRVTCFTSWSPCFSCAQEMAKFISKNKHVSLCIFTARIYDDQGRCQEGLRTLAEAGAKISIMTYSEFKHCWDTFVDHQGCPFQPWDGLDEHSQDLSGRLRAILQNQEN
mIAP inh: blocks mouse intestinal alkaline phosphatase | hit rate 0.2% among 330,000 | purified mouse IAP, CDP-Star luminescence, 30 min | inhibition, % at 10 µM | AID 2806;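 active means inhibition of at least 40% at 10 µM in the primary screen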;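 further: plate controls were DMSO with enzyme for no effect and no enzyme wells for full effect; values of inactives mirror those of a sister screen read the other way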
hIAP block: blocks human intestinal alkaline phosphatase | P09923 | purified IAP, CDP-Star luminescence, 30 min | inhibition, % at 10 µM | hit rate 0.12% among 330,000 | AID 2544;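 active means inhibition reaching a set limit with compound at 10 µM in the primary screen, cut at about 35% in these data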;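 further: plate controls were DMSO wells with enzyme for no effect and no-enzyme buffer wells for full effect; values of inactives mirror those of a sister screen read the other way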
tim10-1 inh: tim10-1 yeast growth inhibition; inhibition, % at 20 µM; S. cerevisiae tim10-1 ts strain growth, BacTiter-Glo, 24 h; AID 463190; hit rate 2.2% among 330,000;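 active means inhibition of at least 40%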;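 further: mutant grown at 25 °C; 0% = DMSO wells with yeast and 100% = wells holding no yeast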
beta cell repl: inducers of beta-cell replication in MIN6 cells. proliferation, % at 10 µM. hit rate 0.29% among 330,000. AID 2380. MIN6 cells proliferation, ATPlite luminescence, 48 h; cells starved in 0.2% serum; 100% = growth in 10% serum;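 active means compounds whose signal lies at least 3.5 SD above the mean of all wells on their plate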;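 further: 0% = DMSO-treated cells in low-serum medium and 100% = 10% serum control; some compounds called inactive have numbers as strong as hits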
mIAP activ: increases mouse intestinal alkaline phosphatase activity. activation factor at 10 µM. hit rate 0.24% among 330,000. muIAP, CDP-Star luminescence, 30 min; stronger effect = higher value; 1 = vehicle-only enzyme signal, 0 = enzyme-free wells;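 active means activation factor of at least 2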; further: the source names both 10 and 20 µM as test concentration; values of inactives mirror those of a sister screen read the other way
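Assay system: mouse IAP enzyme; Reagent: CDP-Star chemiluminescent phosphatase substrate; Compound: DMSO-dissolved test compounds; Incubation: 30 min, room temperature; Technique: luminescence from enzymatic CDP-Star hydrolysis; Controls: DMSO-only wells and no-enzyme negative control.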
TIM10 inh: growth inhibitors of TIM10 yeast strain; S. cerevisiae TIM10 strain growth, BacTiter-Glo luminescence, 24 h; inhibition, % at 10 µM; hit rate 1.4% among 330,000; AID 463195;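 active means inhibition of 40% or more at the single tested concentration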;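 further: wild-type TIM10 isogenic control strain grown at permissive 25 °C; 0% = DMSO yeast wells and 100% = minimal medium wells without yeast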
The depositor's hits bear a star. Some of the compounds tested; the hit share may differ from the screen's.

SMILES	NLRP3 yeast inh	A3A deaminase	APOBEC3G inh	mIAP inh	hIAP block	tim10-1 inh	beta cell repl	mIAP activ	TIM10 inh
CCC(=NCc1cccnc1)c1c(O)n(-c2ccccc2C)c(=O)[nH]c1=O	16	-2	-5	-4	-12	3	-1	1	-1
CCCCN1CCC(C#N)(Nc2ccccc2)CC1	9	1	-4	2	20	-9	-5	0.98	2
CC(C(=O)c1c[nH]c2ccccc12)N1CCN(C(=O)c2ccco2)CC1 (stereo not drawn)	10	-4	-8	-3	3	6	2	1	9
Cc1cc(N2CCNCC2)nc2ccccc12	17	-4	-5	4	-21	-7	-2	0.96	1
Brc1cc2c(cc1CN1CCN(c3ccccc3)CC1)OCCO2	11	0	-6	5	13	4	-1	0.95	12
CCCCC(=O)N/N=C/c1c(O)n(Cc2ccc(F)cc2)c(=O)[nH]c1=O	18	1	-7	12	2	-5	-2	0.88	13
COCCNC(=O)N1[C@H]2CC[C@@H]1C(C(=O)OC)=C(c1ccc(-c3ccccc3)c(F)c1)C2	-2	-2	-5	-1	16	4	0	1	12
CN(C)C(Cc1ccc(Cl)cc1)C(=O)c1ccccc1 (stereo not drawn)	17	-1	-2	6	-11	20	0	0.94	14
COC(=O)C1=C(c2ccccc2)C[C@@H]2CC[C@H]1N2C(=O)NCCS(C)=O (stereo partly drawn)	21	-4	-10	-10	14	2	-2	1.1	-9
NP(=O)(OCCCc1ccccc1)Oc1ccccc1Cl (stereo not drawn)	34	-7	-9	4	-13	11	-7	0.96	-6
NC(=O)Cn1cc(C(=O)c2ccccc2F)c2ccccc21	4	3	7	-3	10	-4	1	1	-8
COC(=O)C1=C(c2ccc(F)cc2F)C[C@@H]2CC[C@H]1N2C(=O)N1CCCCC1	9	-1	-5	-2	-12	2	0	1	7
CCC(C)NC(=O)c1c(N)n(Cc2ccc3c(c2)OCO3)c2nc3ccccc3nc12 (stereo not drawn)	9	-2	-4	-5	19	22	-7	1	30
c1ccc2c(CN3CCOCC3)c[nH]c2c1	14	-4	-9	4	-8	6	0	0.96	-9
CN(C(=O)Oc1ccc(F)cc1)c1ccccc1	7	-3	-4	5	-5	-1	2	0.95	3
COc1ccccc1-n1c(O)c(C=Nc2c(C)n(C)n(-c3ccccc3)c2=O)c(=O)[nH]c1=O	0	-5	0	-2	-9	-9	0	1	-9
O=c1[nH]c(=O)n(CCC2=CCCCC2)c(O)c1C=NCc1cccnc1	17	2	-2	-2	1	13	0	1	-14
CCN(CC)C(=O)c1ccc(NC(=O)c2ccc(N3CCCC3=O)cc2)cc1	-2	3	1	-6	8	-5	5	1.1	15
C=Cn1ccnc1P(=S)(c1ccc(Cl)cc1)c1nccn1C=C	2	4	-1	0	-9	-1	-1	1	15
CCCCn1c(O)c(C(C)=NCCc2ccccc2)c(=O)[nH]c1=O	-21	8	0	4	-2	-7	-2	0.96	12
CC(C)COc1ccc(C2(C#N)CC[N+](C)(C)CC2)cc1	14	-5	-6	11	-4	21	-2	0.89	0
CNCCc1nc(N)n[nH]1	8	1	-1	-4	-4	1	0	1	4
O=C1CN=C(c2cccc(Br)c2)c2cc(Br)ccc2N1	2	0	-6	16	18	11	-1	0.84	-9
O=C(O)c1cccc2nc3ccccc3nc12	9	3	72*	11	-8	8	0	0.89	6
O=[N+]([O-])c1ccc(N2CCNCC2)cc1Sc1ccccn1	20	0	0	8	0	16	-2	0.92	-7
Cc1ccccc1-n1c(O)c(C=Nc2ccc(N(C)C)cc2)c(=O)[nH]c1=O	10	0	2	5	17	22	-3	0.95	13
Cc1nn(Cc2ccc(Cl)cc2Cl)c(Cl)c1C(=O)Nc1ccc(OC(F)F)cc1	6	9	-9	0	5	14	2	1	15
COc1cc2c(cc1OC)[C@@]13CCN4CC5=CCO[C@H]6CC(=O)N2[C@H]1[C@H]6[C@H]5C[C@H]43	4	-2	-9	-2	6	1	4	1	-4
O=c1[nH]c(=S)n(CCC2=CCCCC2)c(O)c1C=NCCCn1ccnc1	11	-1	-5	3	-41	20	4	0.97	19
CN(C)C(=O)Oc1ccc(-c2cn3cc(C(F)(F)F)ccc3n2)cc1	-7	2	-4	-17	-8	2	-4	1.2	13

Arranged by number of heavy atoms (rising): 14 of the compounds above.
SMILES	NLRP3 yeast inh	A3A deaminase	APOBEC3G inh	mIAP inh	hIAP block	tim10-1 inh	beta cell repl	mIAP activ	TIM10 inh
c1ccc2c(CN3CCOCC3)c[nH]c2c1	14	-4	-9	4	-8	6	0	0.96	-9
O=C(O)c1cccc2nc3ccccc3nc12	9	3	72*	11	-8	8	0	0.89	6
CN(C)C(Cc1ccc(Cl)cc1)C(=O)c1ccccc1 (stereo not drawn)	17	-1	-2	6	-11	20	0	0.94	14
NP(=O)(OCCCc1ccccc1)Oc1ccccc1Cl (stereo not drawn)	34	-7	-9	4	-13	11	-7	0.96	-6
NC(=O)Cn1cc(C(=O)c2ccccc2F)c2ccccc21	4	3	7	-3	10	-4	1	1	-8
CCCCn1c(O)c(C(C)=NCCc2ccccc2)c(=O)[nH]c1=O	-21	8	0	4	-2	-7	-2	0.96	12
CN(C)C(=O)Oc1ccc(-c2cn3cc(C(F)(F)F)ccc3n2)cc1	-7	2	-4	-17	-8	2	-4	1.2	13
CC(C(=O)c1c[nH]c2ccccc12)N1CCN(C(=O)c2ccco2)CC1 (stereo not drawn)	10	-4	-8	-3	3	6	2	1	9
CCC(=NCc1cccnc1)c1c(O)n(-c2ccccc2C)c(=O)[nH]c1=O	16	-2	-5	-4	-12	3	-1	1	-1
COC(=O)C1=C(c2ccc(F)cc2F)C[C@@H]2CC[C@H]1N2C(=O)N1CCCCC1	9	-1	-5	-2	-12	2	0	1	7
Cc1nn(Cc2ccc(Cl)cc2Cl)c(Cl)c1C(=O)Nc1ccc(OC(F)F)cc1	6	9	-9	0	5	14	2	1	15
CCC(C)NC(=O)c1c(N)n(Cc2ccc3c(c2)OCO3)c2nc3ccccc3nc12 (stereo not drawn)	9	-2	-4	-5	19	22	-7	1	30
COCCNC(=O)N1[C@H]2CC[C@@H]1C(C(=O)OC)=C(c1ccc(-c3ccccc3)c(F)c1)C2	-2	-2	-5	-1	16	4	0	1	12
COc1ccccc1-n1c(O)c(C=Nc2c(C)n(C)n(-c3ccccc3)c2=O)c(=O)[nH]c1=O	0	-5	0	-2	-9	-9	0	1	-9

Later entries
SMILES	NLRP3 yeast inh	A3A deaminase	APOBEC3G inh	mIAP inh	hIAP block	tim10-1 inh	beta cell repl	mIAP activ	TIM10 inh
COc1ccc(-c2nn(CCC#N)cc2C(=O)Nc2ccccc2Br)cc1	11	2	-2	-3	-11	4	-2	1	7
Cc1cc(C(=O)N=Nc2c(O)n(C)c3ccccc23)c(C)o1	18	5	-4	-8	0	22	-2	1.1	13
CCCCCSc1cc(OC)c(CCNC)cc1OC	28	-2	-2	8	-5	15	-4	0.92	0
Cc1ccc(N2C(=O)/C(=C/c3ccc(CN(CCC#N)S(C)(=O)=O)o3)C(=O)NC2=S)cc1C	16	53	41	43*	9	37	1	0.57	4
CN1C(=O)c2ccccc2Sc2ccc(C(=O)N3CCC4(CC3)OCCO4)cc21	14	0	-1	-1	1	2	-3	1	28
Cc1ccc(OP(N)(=O)Oc2ccc(C)cc2)cc1	16	0	5	-11	2	12	-2	1.1	-6
Cn1c(NN=O)nc2ccccc21	24	2	59*	23	-7	36	-3	0.77	1
OC(c1ccccc1)(c1ccccc1)C1CCNCC1	5	1	-1	1	0	-1	-2	0.99	5
COC(=O)C1=CO[C@@H](C)[C@@H]2CN3CC[C@@]4(C(=O)Nc5ccccc54)[C@@H]3C[C@H]12	11	-5	-12	-11	24	14	5	1.1	7
CCCCCc1nc2c(c(=O)c3ccccc3n2C)c(=O)n1C1CCCCCC1	36	2	0	-4	-2	-40	-6	1	0
CCS(=O)(=O)N1CCC(C(=O)N2CCC3(CC2)OCCO3)CC1	7	1	2	-1	-7	12	-3	1	6
O=C(c1cc2c(s1)-c1ccccc1OC2)N1CCC2(CC1)OCCO2	13	2	2	-6	3	25	1	1.1	8
Cc1cc(OCC(=O)N2CCC(C(N)=O)CC2)c2c3c(c(=O)oc2c1)CCCC3	14	-8	-6	1	9	-10	0	0.99	4
O=C1NC(=O)N(c2cccc(F)c2)C(=O)/C1=C/c1ccc(N2CCOCC2)cc1	-17	0	-8	-6	1	-5	1	1.1	-10
Cc1ccccc1OCCCn1cc(C(=O)C(=O)N2CCOCC2)c2ccccc21	2	0	-6	-8	6	21	-4	1.1	37
COc1cc2c(cc1OC)CC[N+](C)=C2	7	57	51	0	-14	4	0	1	-4
COCCNC(=O)N1[C@H]2CC[C@@H]1C(C(=O)OC)=C(c1cccc(C#N)c1)C2	-3	-1	-11	-1	19	7	8	1	3
Cc1cc(C)cc(N2C(=O)NC(=O)/C(=C\c3cc(C)n(C)c3C)C2=O)c1	1	0	1	-2	-6	14	-2	1	9
Cc1ccc(-n2c(-c3cccs3)nc3ccccc3c2=O)cc1	19	7	7	-22	0	20	9.3*	1.2	-9
CC1=C2[C@@H]3OC(=O)[C@H](C)C3CC[C@@]2(C)C=CC1=O (stereo partly drawn)	5	-5	-8	-2	-4	6	1	1	-17
COc1ccc([C@@H](O)[C@@H](N)c2ccccc2)cc1	0	2	2	-6	-8	17	-1	1.1	17
COc1ccc(CC[n+]2cc(/N=C(\C)[O-])on2)cc1OC	-1	1	1	-2	-11	0	-4	1	-8
CC1CCC(N(C)C2CCN(C)CC2)CC1 (stereo not drawn)	29	-3	-3	8	18	-21	-3	0.92	-16
O=C(CNS(=O)(=O)c1cccs1)N1CCC2(CC1)OCCO2	17	-1	-6	0	-2	-9	0	0.99	8
C=CCN1C(=O)NC(=O)/C(=C/c2cnc(SC)nc2)C1=O	10	-2	-4	12	-7	5	0	0.88	7
CC/C(=C\C=C\[C@@H]1C=C[C@@H]2CCC[C@H]2[C@@H]1C(=O)c1ccc[nH]1)[C@@H]1O[C@@H]([C@@H](C)C(=O)O)CC[C@@H]1C	0	3	0	5	-3	35	-6	0.95	12
CN(C)C(=O)Oc1cccc2c(OC(=O)N(C)C)cccc12	-2	4	-2	-2	-16	23	-1	1	-12
O=C(NCc1ccccn1)c1ccccc1Cl	12	3	-1	4	6	2	-2	0.96	-4
O=C(/C=C/c1ccc(Cl)cc1)NC(=S)N1C[C@H]2C[C@H](C1)c1cccc(=O)n1C2	-11	-3	-4	12	0	-8	-2	0.88	-5
CC/C=C/CC(=O)N[C@@H](c1ccccc1)[C@@H](O)C(=O)O[C@H]1C[C@@]2(O)[C@@H](OC(=O)c3ccccc3)C3[C@](C)(C(=O)[C@H](OC(C)=O)C(=C1C)C2(C)C)[C@@H](O)C[C@H]1OC[C@@]31OC(C)=O (stereo partly drawn)	-3	0	-7	1	-6	10	-5	0.99	8
CCCCCCn1c(=O)c(C(=O)Nc2ncccc2C)c(O)c2ccccc21	18	2	-6	5	-6	-15	6.6*	0.95	-29
N#CC1=C(N)Oc2c(c(=O)oc3ccccc23)C1c1cccnc1 (stereo not drawn)	16	0	-1	4	-10	9	-1	0.96	-4
Cc1cc(C)nc(-n2c(C)nc3cc(Cl)ccc3c2=O)c1	10	-14	-6	1	-15	11	-3	0.99	-8
